Screening results from PubChem BioAssay.
SENP8 inh = human SENP8 protease inhibitors, primary screen, biochemical, fluorescence, Nedd8 protein substrate, uHTS; Sentrin-specific protease 8 (Homo sapiens), Q96LD8; recombinant SENP8; inhibition, % at 20 µM; 360,000 compounds, 0.64% hits; in the data active = inhibition mostly above about 40%, no sharp cut-off; inactive = mostly below about 27%
Target sequence (Q96LD8 whole entry, looked up): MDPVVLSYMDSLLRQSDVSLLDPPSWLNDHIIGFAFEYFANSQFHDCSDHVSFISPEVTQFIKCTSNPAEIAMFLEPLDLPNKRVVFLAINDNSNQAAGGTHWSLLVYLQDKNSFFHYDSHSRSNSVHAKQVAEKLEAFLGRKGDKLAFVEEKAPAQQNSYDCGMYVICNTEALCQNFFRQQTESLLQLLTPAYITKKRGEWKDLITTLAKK
MPTP inh = mitochondrial permeability transition pore inhibitors, primary screen, biochemical, isolated mouse mitochondria, absorbance | Ca2+ swelling absorbance, 30 min | inhibition, % at 10 µM | 360,000 compounds, 1.4% hits | AID 602449, 2012;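 active = inhibition of 50% or more, scaled per plate between neutral and stimulator controls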;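 note: 0% = DMSO wells given calcium and 100% = 1 mM EGTA wells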
Numbers without * were called inactive.

nr	Structure	SENP8 inh	MPTP inh
1	CCCCCNC(=O)C(c1ccc(OC)cc1)n1c(=O)c(-c2ccco2)nc2ccccc21 (configuration not stated)	-428	-1.5
2	CCOc1ccc(-c2cc(C(=O)NCc3ccccc3)[nH]n2)c(C)c1	10	1.8
3	COc1ccc(NC(=O)c2ccc(-c3c(C)noc3C)c3ccoc23)cn1	-15	0.0
4	COC(=O)Cc1ccccc1NS(=O)(=O)c1ccc(C)cc1	13	-1.2
5	CCCCNc1c(CC(C)C)nc2nc(C)cc(C)n12	6	1.6
6	Cc1[nH]c2ccccc2c1C(=O)c1cc([C@H](NC(=O)OC(C)(C)C)C(C)C)sc1N	-11	2.8
7	CNC(=O)C1CCC(=O)N1Cc1c[nH]c2ccccc12 (configuration not stated)	9	-0.7
8	CCCCCCN1CCN(C2CN(Cc3cn(Cc4ccc(Cl)cc4)nn3)S(=O)(=O)C2)CC1 (configuration not stated)	25	0.9
9	O=C(CC[C@H]1O[C@@H](n2ccc(=O)[nH]c2=O)[C@H](O)[C@@H]1O)NCc1ccco1	20	-0.3
10	Cc1cccc(C)c1NC(=O)C(c1ccnc2ccccc12)N1CCN(C)CC1 (configuration not stated)	-20	-0.5
11	CC(C)C[C@@H](CN1CCCC1CN1C(=S)NC[C@@H]1Cc1ccccc1)N1C[C@H](Cc2ccccc2)N(CC2CCCCC2)C1=S (some centres not stated)	10	2.2
12	O=C(NCc1ccccn1)[C@@H]1CCCN1C(=O)[C@@H]1CCCN1C(=O)c1cccc2ccccc12	15	-0.7
13	Cc1ccccc1CNC(=O)c1ccc2nc([C@@H]3O[C@H](CO)[C@H](O)[C@H](O)[C@H]3O)[nH]c2c1	7	-0.3
14	O=C(CN1C(=O)c2ccccc2C1=O)C(O)CN1C(=O)c2ccccc2C1=O (configuration not stated)	14	-0.3
15	CCCCNC(=O)C1c2ccccc2OCC(=O)N1Cc1cccnc1 (configuration not stated)	3	-0.4
16	COc1ccc(-c2ccc(C(=O)Nc3cccc(Oc4ccccc4)c3)c3occc23)c(C)c1	-65	-0.3
17	O=C(Nc1ccc2c(c1)OCCO2)C(c1ccnc2ccccc12)n1c(=O)c(-c2ccco2)nc2ccccc21 (configuration not stated)	-319	1.4
18	Clc1cccc(Cc2c(-c3cccc(Cl)c3)nc3c4ccccc4ccn23)c1	-202	0.7
19	COc1cccc(-c2cnc(C(O)c3ccc(C)cc3)[nH]2)c1 (configuration not stated)	13	-0.5
20	CC(=O)Nc1cccc(-c2csc(C(O)c3ccc(F)c(F)c3)n2)c1 (configuration not stated)	11	1.0

Shown field by field: 4 of the compounds above
11	CC(C)C[C@@H](CN1CCCC1CN1C(=S)NC[C@@H]1Cc1ccccc1)N1C[C@H](Cc2ccccc2)N(CC2CCCCC2)C1=S (some centres not stated)
  SENP8 inh: 10
  MPTP inh: 2.2

12	O=C(NCc1ccccn1)[C@@H]1CCCN1C(=O)[C@@H]1CCCN1C(=O)c1cccc2ccccc12
  SENP8 inh: 15
  MPTP inh: -0.7

13	Cc1ccccc1CNC(=O)c1ccc2nc([C@@H]3O[C@H](CO)[C@H](O)[C@H](O)[C@H]3O)[nH]c2c1
  SENP8 inh: 7
  MPTP inh: -0.3

14	O=C(CN1C(=O)c2ccccc2C1=O)C(O)CN1C(=O)c2ccccc2C1=O (configuration not stated)
  SENP8 inh: 14
  MPTP inh: -0.3

(list continues)
nr	Structure	SENP8 inh	MPTP inh
21	CCc1nc2c(OCc3cccc(OC)c3)cccn2c1N(C)C(=O)C(C)C	-6	-1.6
22	Fc1ccc(-c2nc3c(Cl)cc(C(F)(F)F)cn3c2Cc2ccccc2)cc1	-268	2.5
23	COc1ccc(C(O)c2ncc(-c3ccccc3C)[nH]2)cc1 (configuration not stated)	13	-0.4
24	CCCS(=O)(=O)NC(=O)C1(C)CCN(C(=O)c2ccc(F)c(Cl)c2)C1 (configuration not stated)	9	0.0
25	COc1ccc(-c2ccc(C(=O)Nc3cccc(F)c3)c3occc23)c(C)c1	-160	1.2
26	COC(=O)C[C@H]1CC[C@@H](NS(=O)(=O)c2ccccc2)[C@@H](CO)O1	24	-0.5
27	COc1cccc(-c2cnc3c(NC(C)=O)cc(-c4cccc(NC(C)=O)c4)cn23)c1	-139	-0.8
28	CCCS(=O)(=O)NC(=O)C1(C)CCCN(C(=O)c2cc(C)on2)C1 (configuration not stated)	7	-0.9
29	C[C@H](c1ccccc1)N1C[C@H](COCc2ccccc2)Oc2cc(N3CC[C@@H](O)C3)ccc2S1(=O)=O	19	-1.0
30	COC(=O)[C@]12CCCCC=C1N(Cc1ccc(Cl)cc1Cl)C(=O)[C@H](CC(=O)NCc1ccc(OC)c(OC)c1)C2	6	-1.6
31	O=S1(=O)CC(N2CCN(Cc3ccccc3F)CC2)CN1Cc1cn(Cc2cccc(Cl)c2)nn1 (configuration not stated)	10	0.3
32	Cc1cc(F)ccc1C(O)c1ncc(-c2ccc(Oc3ccccc3)cc2)[nH]1 (configuration not stated)	-13	3.0
33	NC(=O)c1cccc(-c2cccc3nccn23)c1	-497	-0.8
34	COCCNc1nc2cc(-c3ccccc3OC)sc2c(=O)n1C	-199	-0.6
35	CCOc1ccc(CCN2C(=O)C(=O)N([C@@H](CC(C)C)CN3CCC[C@H]3CN3C(=O)C(=O)NC[C@@H]3CC(C)C)C[C@@H]2CC(C)C)cc1	2	-0.6
36	COC(=O)[C@@]1(Cc2ccc(OC)cc2)[C@H]2c3cc(C(=O)N4CCCC4)n(CCN4CCOCC4)c3C[C@H]2CN1C(=O)c1ccccc1	-1	-1.6
37	O=C(NCC[C@H]1CC[C@@H](NC(=O)C2CCOCC2)[C@@H](CO)O1)Nc1ccc(Cl)cc1	14	11
38	O=C(Nc1cccc2c(=O)[nH][nH]c(=O)c12)c1ccc([N+](=O)[O-])cc1	-72	0.2
39	CC(=O)CC1c2cc(F)ccc2C=C(c2ccsc2)N1c1ccc(C#Cc2cncn2C)cc1 (configuration not stated)	-396	-1.3
40	CCCCCCn1cc(CN2CC(N(C)CC)CS2(=O)=O)nn1 (configuration not stated)	4	0.0

3 entries from above, arranged by heavy-atom count, smallest number first.
nr	Structure	SENP8 inh	MPTP inh
33	NC(=O)c1cccc(-c2cccc3nccn23)c1	-497	-0.8
28	CCCS(=O)(=O)NC(=O)C1(C)CCCN(C(=O)c2cc(C)on2)C1 (configuration not stated)	7	-0.9
36	COC(=O)[C@@]1(Cc2ccc(OC)cc2)[C@H]2c3cc(C(=O)N4CCCC4)n(CCN4CCOCC4)c3C[C@H]2CN1C(=O)c1ccccc1	-1	-1.6

(continued)
nr	Structure	SENP8 inh	MPTP inh
41	CCOc1cc(OCC)cc(C(=O)N2CCC[C@H]2C(=O)N2CCC[C@H]2C(=O)NCc2ccc(F)cc2F)c1	14	0.9
42	Cc1cc2nc(-c3ccco3)c(Cc3cccc(F)c3)n2c(C)c1Br	6	-3.0
43	CC1(C(=O)NCCc2ccccc2)Cc2c(-c3ccccc3)ccnc2O1 (configuration not stated)	19	0.3
44	Cc1ccc(S(=O)(=O)C[C@@H]2OC[C@H](C)N2S(=O)(=O)c2ccc(C)cc2)cc1	18	0.1
45	CC(C)C[C@H]1CN(CCCC[C@@H]2CNC(=O)C(=O)N2CCc2ccccc2)C(=O)C(=O)N1CCc1ccccc1	14	-0.7
46	CN1OC[C@@H]2CN(S(=O)(=O)c3cccc(C(F)(F)F)c3)[C@H](c3ccc(N4CCCCC4)cc3)C[C@@H]21	1	2.1
47	CC(=O)Nc1ccc(-c2ccnc3c2CC(C)(C(=O)Nc2cccc(OC(F)(F)F)c2)O3)cc1 (configuration not stated)	-10	-0.4
48	COc1ccc(Cn2cc(CN3CC(N4CCN(Cc5ccccc5F)CC4)CS3(=O)=O)nn2)cc1 (configuration not stated)	17	-1.6
49	CC1(Cc2ccccc2OC(F)(F)F)C(=O)Nc2cc(-c3ccccc3Cl)ccc21 (configuration not stated)	16	4.3
50	COCCN1C(=O)CCC1(C)c1nnnn1-c1c(C)cccc1C (configuration not stated)	20	-0.4
51	O=C(NCC1CCOCC1)c1ccc(-c2ccc(F)c(F)c2)c2ccoc12	-18	0.5
52	Fc1cccc(Cc2c(-c3ccccc3)nc3ccc(Cl)cn23)c1	-187	-0.7
53	COC(=O)[C@@]1(Sc2ccc(C)cc2)CC(=O)N(C(=O)CCc2ccccc2)[C@@H]1c1ccccc1	2	-0.3
54	Cc1cccc(C)c1NC(=O)C1c2ccccc2OCC(=O)N1Cc1ccccc1 (configuration not stated)	8	-0.2
55	CCc1nc2c(OCC3CCCCC3)cccn2c1N(C)C(=O)c1ccc(OC)cc1	22	-0.2
56	CCC(=O)N1CCC1(C)C(=O)Nc1cccc(Oc2ccccc2)c1 (configuration not stated)	8	0.4
57	O=C(Nc1cccc2cccnc12)c1csc([C@@H]2O[C@H](CO)[C@H](O)[C@H](O)[C@H]2O)n1	-16	0.4
58	OC(c1ccc(F)c(F)c1)c1nc(-c2cccc3cccnc23)cs1 (configuration not stated)	-117	1.1
59	COc1cccc(C(C(=O)NC2CCCC2)N2CCN(c3cc(C)nc4ccccc34)CC2)c1OC (configuration not stated)	-3	7.7
60	COC(=O)/C=C1\OC(c2ccccc2)c2ccccc21 (configuration not stated)	3	3.0

(further entries)
nr	Structure	SENP8 inh	MPTP inh
61	COc1cc(Cl)ccc1OC1(C)CCN(Cc2cccc(OC)c2OC)C1 (configuration not stated)	32	1.0
62	O=c1c(-c2ccccc2)nc2ccccc2n1C(c1ccccc1)c1nc2ccccc2[nH]1 (configuration not stated)	-261	2.2
63	CCOC(=O)N1CCN(C(C(=O)NC2CCCC2)C(C)C)CC1 (configuration not stated)	20	-1.2
64	N#Cc1ccc(-c2nc3ccc(Br)cn3c2Cc2ccccc2C(F)(F)F)cc1	-49	-0.9
65	CCCS(=O)(=O)NC(=O)C1(C)CCCN(C(=O)c2ccccc2F)C1 (configuration not stated)	16	-0.1
66	CCc1nc2ccc(C(=O)Nc3ccc(OC)c(OC)c3)cn2c1N(C)CCC(C)C	15	-0.5
67	CCOC(=O)C1=CCN(S(=O)(=O)c2ccccc2F)C1c1ccc(Cl)c(Cl)c1 (configuration not stated)	4	-0.1
68	CCc1nc2c(OCc3ccc(Cl)cc3Cl)cccn2c1N(C=O)Cc1ccc(OC)cc1	10	0.5
69	CCOC(=O)N1CCN(C(=O)C[C@@H]2C[C@@]3(C(=O)OCC)CCC=C3N(Cc3cccc4ccccc34)C2=O)CC1	12	0.9
70	O=C(C1=NOC2(C1)C(=O)N(Cc1ccccc1)c1ccccc12)N1CCOCC1 (configuration not stated)	8	0.4
71	CCOC(=O)C1=CCN(S(C)(=O)=O)C1c1ccc(C)cc1 (configuration not stated)	9	-0.4
72	COC(=O)[C@@]12C[C@@H](CC(=O)N3CCOCC3)C(=O)N(Cc3ccc4c(c3)OCO4)C1=CCC(C)(C)C2	30	-2.5
73	O=C(C[C@H]1CC[C@H]2[C@@H](COC[C@@H](O)CN2S(=O)(=O)c2ccccc2)O1)N[C@@H]1CCN(Cc2ccccc2)C1	20	-1.4
74	CN(C)Cc1csc(NC(=O)Nc2ccccc2C(C)(C)C)n1	10	-0.3
75	CC(C)C[C@@H](CN1CCC[C@@H]1CN1C(=S)NC[C@@H]1Cc1ccc(O)cc1)N1C[C@H](Cc2ccc(O)cc2)N(CC2CCCCC2)C1=S	11	2.6
76	C[C@@H](NC(=O)[C@@H]1CCCN1C(=O)[C@@H]1CCCN1)c1ccccc1	12	-1.5
77	CCOC(=O)[C@]12CCC=C1N(Cc1ccc(Cl)cc1Cl)C(=O)[C@H](CC(=O)NCCC(C)C)C2	13	-0.5
78	OC(c1ccc(Cl)c(F)c1)c1ncc(-c2ccc(F)cc2)[nH]1 (configuration not stated)	9	6.7
79	CC1(C(=O)Nc2cccc3c2CCCC3)CCN1C(=O)c1cccc(F)c1 (configuration not stated)	11	-1.0
80	CC(C)[C@@H]1CC[C@@H](C)C[C@H]1O	5	-0.2

More results.
nr	Structure	SENP8 inh	MPTP inh
81	COc1cccc(-c2cc(NC=O)c3ncc(-c4ccc(F)c(Cl)c4)n3c2)c1	-280	1.3
82	Cc1ccc(F)cc1-c1nc(NCC2CC2)nc2ccsc12	-474	-0.6
83	CCOC(=O)N1CCN(C(=O)C[C@@H]2C[C@@]3(C(=O)OC)CCCCC=C3N(Cc3ccco3)C2=O)CC1	1	-0.5
84	O=C(N[C@H]1c2ccccc2C[C@H]1O)[C@H]1O[C@@H](n2ccc(=O)[nH]c2=O)[C@H](O)[C@@H]1O	17	-1.1
85	Cc1ccccc1-c1cc2nc(NCc3ccc(N(C)C)cc3)n(C)c(=O)c2s1	7	2.1
86	OC[C@@H]1CN(Cc2ccc3c(c2)OCO3)C[C@H](n2cnc3c(NC4CC4)ncnc32)O1	14	-1.4
87	O=C(Nc1cccc(C(F)(F)F)c1)C1Cc2c(-c3ccccc3Oc3ccccc3)ccnc2O1 (configuration not stated)	14	4.4
88	CC1(c2nnnn2-c2ccc3c(c2)OCCO3)CCC(=O)N1Cc1cccnc1 (configuration not stated)	-4	-2.1
89	COc1ccc(-c2nc3ccc(Cl)cn3c2Cc2ccsc2)cc1OC	-124	-1.5
90	CS(=O)(=O)c1ccc(Nc2nc(C(N)Cc3ccccc3)cs2)cc1 (configuration not stated)	-122	5.1
91	O=C(NCc1ccc(F)c(F)c1)c1cccc2c(-c3cccnc3)coc12	7	6.6
92	Nc1nc2ccc(Cl)cc2cc1C(=O)NCc1ccc(Oc2ccccc2)cc1	-395	41
93	COc1cc(F)ccc1-c1csc(C(O)c2ccccc2)n1 (configuration not stated)	27	1.5
94	Cc1cc(C)c2c(CN3CCCC3)cc(=O)oc2c1	10	0.3
95	COc1cccc(-c2cc3nc(NCc4ccccc4F)n(C)c(=O)c3s2)c1	-118	0.8
96	O=C(Nc1ccc(F)cc1)N[C@H]1CC[C@H](CCNS(=O)(=O)c2cccc(Cl)c2)O[C@@H]1CO	10	1.9
97	CC(C)(C)NC(=O)C(c1ccncc1)n1c(=O)c(-c2ccco2)nc2ccccc21 (configuration not stated)	-411	2.9
98	Oc1ccc(C[C@H]2CN([C@@H](Cc3ccccc3)CN3CCC[C@@H]3CN3C(=S)NC[C@@H]3Cc3ccccc3)C(=S)N2CC2CCCCC2)cc1	17	0.8
99	COc1ccccc1-c1csc(Nc2ccc(Oc3ccccc3)cc2)n1	20	4.2

The list is partial; rates above refer to the full screens.
